IDE exosite inh = exo-site inhibitors of human IDE, primary screen, biochemical, fluorescence anisotropy, probe displacement. z-score at 20 µM. purified IDE, FL-6b probe fluorescence polarization; stronger effect = lower value. Insulin-degrading enzyme (Homo sapiens), P14735. AID 1259349, 2017. 6.3% of 17,000 active;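 active means z-score of -3 or lower, meaning strong loss of probe binding signal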;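 further: His-tagged human IDE residues 42-1019 made in E. coli with 30 nM FL-6b probe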
Starred values were filed as active, the others as inactive.

The opening three records, to show the layout:
IDE exosite inh | molecule
3.8 | CCC(=O)NC[C@H]1[C@@H](c2ccc(C3=CCCC3)cc2)[C@H](CO)N1C(=O)C1CC1
-0.42 | CN(C)C(=O)C[C@@H]1C[C@@H]2c3cc(NC(=O)Nc4ccc(F)cc4)ccc3O[C@@H]2[C@@H](CO)O1
0.18 | C[C@H](CO)N1C[C@H](C)[C@H](CN(C)C(=O)NC2CCCC2)OCc2cnnn2CCCC1=O

Results (from the top)
IDE exosite inh | molecule
3.8 | CCC(=O)NC[C@H]1[C@@H](c2ccc(C3=CCCC3)cc2)[C@H](CO)N1C(=O)C1CC1
-0.42 | CN(C)C(=O)C[C@@H]1C[C@@H]2c3cc(NC(=O)Nc4ccc(F)cc4)ccc3O[C@@H]2[C@@H](CO)O1
0.18 | C[C@H](CO)N1C[C@H](C)[C@H](CN(C)C(=O)NC2CCCC2)OCc2cnnn2CCCC1=O
-1 | C[C@@H]1CN([C@@H](C)CO)C(=O)c2ccccc2-c2ccccc2CO[C@@H]1CN(C)Cc1cccc(C(=O)O)c1
-0.17 | O=C(c1ccccc1F)N1CC(=O)N2[C@H](C1)[C@H](c1ccc(-c3cccnc3)cc1)[C@@H]2CO
-0.46 | C[C@H](CO)N1C[C@H](C)[C@@H](CN(C)C(=O)NC2CCCCC2)OCCCC[C@H](C)Oc2ccc(N(C)C)cc2C1=O
3.2 | Cc1ccccc1S(=O)(=O)N1CC(=O)N2[C@H](C1)[C@H](c1ccc(C#CC3CC3)cc1)[C@@H]2CO
-1.8 | Cc1cccc(-c2ccc([C@H]3[C@@H](CO)N4CCCCN(Cc5cccnc5)C[C@@H]34)cc2)c1
-0.27 | CCS(=O)(=O)N1CCC2(CC1)CN[C@@H](CO)c1[nH]c3cc(OC)ccc3c12
-0.59 | C[C@H]1CN([C@@H](C)CO)C(=O)CCCn2nncc2CO[C@H]1CN(C)S(=O)(=O)c1ccccc1C#N
1.2 | CCCC(=O)Nc1ccc2c(c1)OC[C@@H](C)N(S(=O)(=O)c1cn(C)cn1)C[C@H](C)[C@@H](OC)CN(C)C2=O
0.56 | N#C[C@@H]1[C@@H](c2ccc(C#CC3(O)CCCC3)cc2)[C@@H](CO)N1C(=O)C1CCC1
2.1 | O=C(C1CCCCC1)N1CC(=O)N2[C@H](C1)[C@H](c1ccc(C#Cc3cccc(F)c3)cc1)[C@@H]2CO
-5.8* | O=C(CC1CC1)N1CC(=O)N2[C@H](CO)[C@@H](c3ccc(-c4ccccc4)cc3)[C@@H]2C1
1.3 | CS(=O)(=O)N1CCCCN2[C@H](CO)[C@H](c3ccc(C#Cc4ccccn4)cc3)[C@@H]2C1
-0.81 | CCS(=O)(=O)N1CC(=O)N2[C@H](CO)[C@@H](c3ccc(-c4ccccc4C)cc3)[C@H]2C1
-0.044 | CCCNC(=O)N(C)C[C@@H]1Oc2cc(C#C[C@H](C)O)ccc2S(=O)(=O)N([C@H](C)CO)C[C@@H]1C
-1.4 | CO[C@H]1CN(C)C(=O)c2cc(NS(=O)(=O)CC(F)(F)F)ccc2OC[C@@H](C)NC[C@H]1C
2.7 | CCCC#Cc1ccc([C@@H]2[C@H]3CN(CC4CC4)CCCCN3[C@H]2CO)cc1
-5.1* | C/C=C/c1ccc([C@H]2[C@H]3CN(C(=O)Nc4ccc(OC)cc4)CC(=O)N3[C@H]2CO)cc1

Reformatted: entries from further up
mol	IDE exosite inh
CCS(=O)(=O)N1CCC2(CC1)CN[C@@H](CO)c1[nH]c3cc(OC)ccc3c12	-0.27
C[C@H]1CN([C@@H](C)CO)C(=O)CCCn2nncc2CO[C@H]1CN(C)S(=O)(=O)c1ccccc1C#N	-0.59
CCCC(=O)Nc1ccc2c(c1)OC[C@@H](C)N(S(=O)(=O)c1cn(C)cn1)C[C@H](C)[C@@H](OC)CN(C)C2=O	1.2

Structural class, those above containing an aryl methoxy group
IDE exosite inh | molecule
-0.27 | CCS(=O)(=O)N1CCC2(CC1)CN[C@@H](CO)c1[nH]c3cc(OC)ccc3c12
-5.1* | C/C=C/c1ccc([C@H]2[C@H]3CN(C(=O)Nc4ccc(OC)cc4)CC(=O)N3[C@H]2CO)cc1

High-throughput results as filed in PubChem BioAssay.

Some of the compounds tested (hit frequency here may not be typical).
